Screening results (PubChem)
USP2a inh: qHTS Assay for Inhibitors of Ubiquitin-specific Protease USP2a Using CHOP2 as the Reporter. Potency, µM (titrated, usually from 38.3 µM), inactives show top-dose activity change, negative = inhibition, actives largely listed as inhibitors. AID 463254, 2010. Ubiquitin carboxyl-terminal hydrolase 2 (Homo sapiens), O75604. actives 0.01% (n = 330,000). USP2 core, Ub-CHOP2 coupled fluorogenic reporter, 485/531;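 further: potency means the concentration at half of the fitted maximal effect; plate controls were DMSO wells for no effect and full inhibition by NEM control for full effect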
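USP2 core (10nM final) preincubated 30min RT with compound in 20mM Tris-HCl pH 8.0, 2mM CaCl2, 2mM beta-mercaptoethanol, 0.05% CHAPS; 25nM Ub-CHOP2 plus 25nM reporter substrate added, fluorescence (Ex485/Em531) read after 60min.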
Eya2 inh: qHTS Assay for Inhibitors of the Phosphatase Activity of Eya2. Protein phosphatase EYA2 (Homo sapiens), O00167. recombinant Eya2, OMFP fluorescence dephosphorylation (OMFP is methylfluorescein phosphate). Potency, µM (highest dose often 76.9 µM), for inactives: at the highest dose activity, negative = inhibition, actives largely listed as inhibitors. actives 0.006% (n = 330,000); further: potency means the concentration at half of the fitted maximal effect; on the % scale 0 is the no-effect control and ±100 the full control effect
Target sequence (O00167 whole entry, looked up): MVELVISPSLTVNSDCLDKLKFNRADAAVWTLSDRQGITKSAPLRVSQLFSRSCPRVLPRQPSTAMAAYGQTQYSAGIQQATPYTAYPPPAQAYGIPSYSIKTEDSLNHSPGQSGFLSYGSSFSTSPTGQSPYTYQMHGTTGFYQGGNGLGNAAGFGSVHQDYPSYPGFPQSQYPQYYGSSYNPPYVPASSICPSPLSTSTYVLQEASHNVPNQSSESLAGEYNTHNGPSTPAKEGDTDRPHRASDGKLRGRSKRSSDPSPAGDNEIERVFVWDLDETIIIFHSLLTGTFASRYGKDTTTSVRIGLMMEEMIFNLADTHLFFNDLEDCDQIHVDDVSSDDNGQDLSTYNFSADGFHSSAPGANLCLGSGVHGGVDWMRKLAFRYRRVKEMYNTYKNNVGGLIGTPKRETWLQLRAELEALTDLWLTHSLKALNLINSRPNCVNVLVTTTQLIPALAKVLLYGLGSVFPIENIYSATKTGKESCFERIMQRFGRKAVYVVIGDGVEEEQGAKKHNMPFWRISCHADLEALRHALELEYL
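Eya2 protein (added as 0.2 uM solution) was preincubated with compound for 10 min at ambient temperature in 50 mM HEPES pH 7.5, 50 mM NaCl, 5 uM MgCl2, 0.05% BSA, 1 mM DTT. OMFP (added at 50 uM) then reacted 10 min; fluorescence read at 485/525 nm.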
TRPV1 ag: HTS Assay for Compounds that Act as Agonists of the Vanilloid Receptor 1 | activation, % at 8.33 µM | TRPV1-expressing cells, Fluo-8 calcium influx, agonist mode | AID 540275, 2011 | Transient receptor potential cation channel subfamily V member 1 (Homo sapiens), Q8NER1 | actives 0.19% (n = 320,000); in the data active means activation above about 80%; inconclusive means between about 30% and that limit; further: 0% is about no effect
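Fluo-8 calcium influx in TRPV1-expressing cells, kinetic read (ex 480/em 520 nm). Compound added and read 3 min for agonist activity, followed by capsaicin at EC20 final and 2 min further read for enhancement.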
p53 reactivator: qHTS assay for re-activators of p53 using a Luc reporter. H1299 p53-A138V BP100-luciferase reporter, luminescence, 24 h. Potency, µM (series often up to 92.2 µM), for inactives: top-dose activity change, positive = activation, hits mostly activators. actives 0.063% (n = 320,000); further: potency means the concentration at half of the fitted maximal effect; % of control where 0% means no effect; nearly all actives have a fitted effect of over 45% in size
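H1299 (p53-null), stable ts p53-A138V + BP100-Luc; 1000 cells/well, Opti-MEM/10% FBS; cpd 4 pt, 1:5; 24 h, 37 deg C, 5% CO2; detection reagent 10 min RT; luminescence.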
ELG1 genotox: qHTS screen for small molecules that induce genotoxicity in human embryonic kidney (HEK293T) cells expressing luciferase-tagged ELG1 | HEK293T ELG1-luciferase reporter, luminescence, 16 h | Potency, µM (series often up to 46 µM), for inactives: at the top dose activity change, positive = activation, hits mostly activators | actives 1.3% (n = 330,000) | AID 504466, 2011; further: potency means the concentration at half of the fitted maximal effect; % of control where 0% means no effect; nearly all actives have a fitted effect of over 60% in size
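Genotoxic stress is detected as increased luminescence from luciferase-tagged ELG1 in HEK293T cells, measured with ONE-Glo after a 16 hr treatment at 37 °C.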
Integrin act MD: qHTS for Activators of Integrin-Mediated Alleviation for Muscular Dystrophy; alpha7betagal myoblasts, beta-gal FDG fluorescence, 48 h; actives 0.064% (n = 350,000); AID 624291, 2012; Potency, µM (titrated, usually from 38.3 µM), for inactives: at the top dose activation, most hits filed as activators;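 further: potency means the concentration at half of the fitted maximal effect; 100% = response of the positive control SU9516; nearly all actives have a fitted effect of over 60% in size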
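alpha7betagal+/- myoblasts (passage 13, 250/well) treated 48 h at 37C with compounds at 1:260 dilution of DMSO stock. Lysed, then beta-galactosidase activity read as FDG fluorescence (ex 480/em 540) after 30 min, with pre-read for autofluorescence.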
TSG101-PTAP inh: qHTS Assay for Iinhibitors of HIV-1 Budding by Blocking the Interaction of PTAP/TSG101. Tumor susceptibility gene 101 protein (Homo sapiens), Q99816. Fluorescence polarization, FITC-PTAP peptide / Tsg101 binding. Potency, µM (top dose mostly 115 µM), for inactives: at the top dose activity change, negative = inhibition, hits mostly inhibitors. 340,000 tested, under 10 active. AID 493005, 2010; active means well fitted inhibition curve with a large enough effect in the main read-out, with a control signal flat, not every such curve was filed as active; inconclusive means small, poorly fitted or top-dose-only effect, or effect the other way, or a change in a side signal; inactive means no such curve, though single readings can be large or run the other way; further: potency means the concentration at half of the fitted maximal effect; % of control where 0% means no effect
Target sequence (Q99816 whole entry, looked up): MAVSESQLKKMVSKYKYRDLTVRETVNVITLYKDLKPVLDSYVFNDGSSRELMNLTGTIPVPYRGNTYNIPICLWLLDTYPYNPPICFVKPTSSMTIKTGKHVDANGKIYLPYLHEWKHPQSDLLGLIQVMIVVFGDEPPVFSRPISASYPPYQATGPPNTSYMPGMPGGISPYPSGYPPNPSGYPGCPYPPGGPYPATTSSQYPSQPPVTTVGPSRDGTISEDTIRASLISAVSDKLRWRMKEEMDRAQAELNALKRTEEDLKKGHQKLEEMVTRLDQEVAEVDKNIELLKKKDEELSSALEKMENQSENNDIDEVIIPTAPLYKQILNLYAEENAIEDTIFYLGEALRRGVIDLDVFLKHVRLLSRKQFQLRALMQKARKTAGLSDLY
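FP read-out: FITC-PTAP peptide, 50 nM final, binding Tsg101 binding domain, 10 uM final; 20 min, r.t.; 10 mM HEPES pH 7.5, 0.15 M NaCl, 0.01% Tween 20, 3 mM EDTA, 0.1 mM TCEP.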
B2AR arrestin: qHTS assay of beta-arrestin-biased ligands of beta2-adrenergic receptor; actives 0.02% (n = 330,000); beta-arrestin recruitment to beta2AR, cell-based reporter; Beta-2 adrenergic receptor (Homo sapiens), P07550; Potency, µM (series often up to 46.1 µM), for the others: top-dose activation, usual class: activators;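 further: potency means the concentration at half of the fitted maximal effect; 0% = DMSO controls and full agonism = EC100 isoproterenol or metaproterenol; nearly all actives have a fitted effect of over 65% in size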
BRCA1 expr act: qHTS Assay to Identify Small Molecule Activators of BRCA1 Expression; MCF7-BRCA1-FFLuc reporter, luminescence, 48 h; response scale: scaled: vehicle 0%, 10 µM genistein 100%; Potency, µM (series often up to 46.1 µM), for the others: at the highest dose activation, usual class: activators; actives 1.1% (n = 380,000); further: potency means the concentration at half of the fitted maximal effect; nearly all actives have a fitted effect of over 80% in size; some results filed as inactive show a strong effect at the top dose
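MCF7-BRCA1-FFLuc, 2000 cells/well; 2 h attach, 37 °C/5% CO2; compound 48 h; luciferase substrate 15 min; luminescence end-point. Norm. to genistein 10 microM max activation and DMSO; concentration-response curves fitted.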
S-ASM inh: Inhibitors of Secretory Acid Sphingomyelinase (S-ASM): qHTS; Sphingomyelin phosphodiesterase (Homo sapiens), P17405; placental ASM, HMU-PC fluorogenic substrate, 60 min; Potency, µM (top dose mostly 57.5 µM), for inactives: at the highest dose activity change, negative = inhibition, hits mostly inhibitors; actives 0.006% (n = 340,000); AID 504937, 2011; further: potency means the concentration at half of the fitted maximal effect
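Human placenta-derived ASM preincubated with compound 10 min at room temperature, then reacted with 9 uM (final) fluorogenic HMU-PC substrate for 60 min at 37 C. Stop solution raises pH to 10; fluorescence read at Ex 386/Em 447 nm.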
uPA generation: qHTS for Inhibitors of Cell Surface uPA Generation. AID 540303, 2011. actives 0.31% (n = 330,000). cell surface uPA generation assay, qHTS. Potency, µM (top dose mostly 38.3 µM), inactives show at the top dose activity change, negative = inhibition, usual class: inhibitors; active means well fitted inhibition curve with a large enough effect; inconclusive means small, poorly fitted or top-dose-only effect; inactive means no such curve, though single readings can be large or run the other way; tested in mouse RAW 264.7 cells; further: potency means the concentration at half of the fitted maximal effect; on the % scale 0 is the no-effect control and ±100 the full control effect; nearly all actives have a fitted effect of over 55% in size
Active calls of the source: *; ? = inconclusive; nt = not tested or not shown; [ ] = another dose, or the depositor's remark. Unless noted, the call rests on the fitted dose curve; in most records, active means well fitted curve in the direction sought with a large enough effect; inconclusive means small, poorly fitted or top-dose-only effect, or another doubt; inactive means no such curve, though single readings can be large; an effect the other way counts as inactive or inconclusive.

no.	Structure	USP2a inh	Eya2 inh	TRPV1 ag	p53 reactivator	ELG1 genotox	Integrin act MD	TSG101-PTAP inh	B2AR arrestin	BRCA1 expr act	S-ASM inh	uPA generation
1	CS(=O)(=O)c1ccc(Cl)c(NC(=O)COC(=O)Cc2c[nH]c3ccccc23)c1	0%	4%	0	3%	-5%	2%	-3%	-0.3%	-5%	-3%	-1%
2	COc1cccc(-c2noc(C3CCCN(C(=O)c4cccc(F)c4)C3)n2)c1 (stereo unspecified)	-9%	-22%	?	8%	1%	0%	0%	-0.7%	14%	-3%	5%
3	C=C(C)C1CC=C(C)/C(=N/NC(=O)COc2cccc3ccccc23)C1 (stereo unspecified)	-1%	-4%	1	24%	9%	12%	-6%	0.0%	26%	-4%	nt
4	O=C(NCCc1csc(-c2ccc(C(F)(F)F)cc2)n1)c1cccs1	-1%	-8%	?	-3%	?	-9%	-4%	0.2%	-18%	-12%	-3%
5	CCCCn1c(=O)c(C(=O)c2ccccc2)nc2ccccc21	1%	13%	24	-14%	0%	-2%[7.66 µM]	-2%	-0.4%	-4%	-3%	-1%
6	Cc1cc(C)cc(N(C(=O)CNC(=O)c2ccco2)C(C(=O)NC2CCCC2)c2cccnc2)c1 (stereo unspecified)	2%	-6%	5	-20%	0%	14%	-4%	-0.6%	-24%	-1%	5%
7	COc1c(/C=N/NC(=O)c2ccccc2O)c(CCN(C)C(C)=O)cc2c1OCO2	1%	5%	23	0%	1%	8%	-4%	-0.4%	0%	1%	-4%
8	COc1ccc(C2=CC(c3c(C)nn(-c4ccccc4)c3Cl)n3nnnc3N2)cc1OC (stereo unspecified)	5%	-4%	-1	7%	-14%	-9%	-2%	0.5%	-69%	85%[activator]	-12%
9	CCOc1cccc(C2CC(=O)Nc3cc(OC)c(OC)cc32)c1 (stereo unspecified)	1%	1%	-1	nt	6%	19%	-11%	0.1%	0%	-6%	24%
10	Cc1cc(Cl)nc(SCC(=O)c2ccccc2)n1	-1%	-4%	-3	4%	11%	8%	1%	0.3%	27%	0%	2%
11	Cc1nnc(N2CCC(C(=O)N3CCCCCC3)CC2)c2nn(-c3ccc(Cl)cc3)c(C)c12	-1%	1%	22	-2%	-4%	-31%	-1%	-0.5%	-35%	53%[activator]	?
12	CN(C)CCNC(=O)CCn1nc(-c2ccc(Cl)cc2)ccc1=O	4%	7%	-3	-2%	-1%	-13%	-3%	-0.4%	-4%	-2%	-5%
13	COc1ccc(Cl)cc1NC(=O)CCc1nc(-c2ccccc2F)no1	4%	1%	-1	-2%	-8%	-14%	-1%	0.2%	-11%	-3%	2%
14	Cc1ccc(C)c(S(=O)(=O)N2CCN(C(=O)[C@@H](NC(=O)c3ccc(F)cc3)C(C)C)CC2)c1	3%	0%	16	-5%	-4%	0%	-4%	0.1%	-21%	3%	-10%
15	COc1ccc(-c2[nH]ncc2-c2csc(C)n2)c(O)c1	1%	-12%	1	-1%	-1%	8%	-3%	-0.1%	-6%	-1%	20%
16	CCOc1ccc(C2/C(=C(\O)c3ccc4c(c3)OCCO4)C(=O)C(=O)N2CCCN2CCOCC2)cc1OC (stereo unspecified)	2%	-1%	-4	1%	0%	-24%	0%	0.1%	1%	0%	-2%
17	C=CCn1c(=O)c2ccccc2n2nnc(C(=O)OCC)c12	0%	2%	1	3%	2%	-7%	1%	-0.9%	13%	-1%	-4%
18	COCCN1CCn2c(nc3cc(NC(=O)c4ccc(OC)cc4)ccc32)C1	-3%	-9%	2	8%	5%	3%	-4%	0.2%	19%	10%	-2%
19	CCN(CC)S(=O)(=O)c1ccc2c(c1)c(=O)c(C(=O)NCCCN(C)c1ccccc1)cn2C	2%	-2%	8	2%	-14%	28%	-9%	0.1%	3%	-14%	0%
20	CCOCC(=O)Nc1sc2c(c1C(=O)OCC)CCCC2	-3%	3%	21	9%	-5%	31%	-1%	-1.1%	3%	-11%	7%
21	CSc1ccc(/C=C/C(=O)OCC(=O)N(C)CCC#N)cc1	-7%	-8%	3	-1%	5%	17%	-5%	0.1%	-8%	21%	9%
22	COc1cc(-c2cc(C(=O)Nc3cccc(C(C)=O)c3)c3ccccc3n2)cc(OC)c1OC	-22%	-5%	0	-8%	-14%	11%	-4%	-0.8%	-26%	-13%	7%
23	Cc1sc2ncnc(Sc3ccccc3C(=O)Nc3ccc(Br)cc3)c2c1C	-7%	1%	-5	14%	0%	-38%	-2%	-0.2%	-25%	-10%	-9%
24	CC(C)C(=O)COc1c2occc2cc2ccc(=O)oc12	0%	8%	nt	-7%	3%	-8%	1%	?	4%	-3%	-1%
25	CCN(CC)S(=O)(=O)c1cccc(C(=O)N/N=C/c2ccccn2)c1	1%	11%	6	-2%	0%	0%	-1%	0.5%	2%	-5%	-13%
26	Cc1cc(C(=O)Nc2c(C)n(C)n(-c3ccccc3)c2=O)cs1	0%	-19%	-1	2%	-9%	14%	-7%	-0.4%	-8%	-5%	12%
27	CN(C)c1c(F)cc(C(=O)NC(=O)NCc2cccnc2)cc1F	1%	-5%	21	?	6%	20%	0%	-0.2%	44%	0%	-2%
28	Fc1ccc(-n2nnc(-c3nccs3)n2)cc1	1%	8%	5	6%	3.7µM*	2%	nt	0.5%	?	4%	?
29	COc1ccccc1NC(=O)CSc1nnc(C2CCCCC2)n1N	2%	9%	1	0%	0%	-20%	0%	-0.2%	-4%	?	-11%
30	COC(=O)c1ccc(NC(=O)C(OC)c2ccccc2)cc1 (stereo unspecified)	3%	-7%	-3	-1%	0%	9%	-3%	-0.1%	-1%	1%	8%
31	Cn1c(SCC(=O)Nc2cccnc2Cl)nc2ccccc21	3%	3%	nt	20%	9%	9%	-1%	4.1%	15%	-1%	-4%
32	COc1cc(CC2COC(c3ccc(O)c(OC)c3)C2COC(C)=O)ccc1O (stereo unspecified)	2%	7%	-1	-3%	2%	3%	-3%	0.0%	41%	-11%	1%
33	CC(Sc1nnc(-c2ccco2)n1N)C(=O)NCC1CCCO1 (stereo unspecified)	3%	-27%	-1	-4%	2%	6%	-2%	0.4%	2%	-1%	12%
34	Cc1cc(C)nc(NC2=NCC(=O)N2c2cc(Cl)cc(Cl)c2)n1	2%	2%	0	6%	2%	-6%	-5%	0.3%	-14%	-1%	3%
35	COc1ccc(N2CC(O)=C(c3nc(C)cs3)C2=N)cc1	3%	13%[15.4 µM]	0	-5%	-2%	-12%	-4%	0.1%	-24%	1%	-2%
36	Cc1cc(C)cc(NC(=O)C(=O)NCCCN2CCCC2=O)c1	1%	23%	0	9%	13µM*	28%	0%	0.4%	84%	nt	-14%
37	CCCNCCC(c1ccco1)c1ccccc1OC (stereo unspecified)	-3%	8%	12	2%	-1%	8%	-4%	0.3%	-7%	3%	3%
38	CCc1ccc(C(=O)NCc2cccs2)s1	2%	2%	3	23%	?	-12%	-4%	0.0%	?	-4%	nt
39	COC(=O)c1ccc(CSc2nc(N)cc(N)n2)cc1	-1%	-4%	-3	5%	15µM*	-9%	-4%	-0.2%	?	0%	nt
40	COc1ccc(/C=C/c2nc(-c3ccccc3O)n[nH]2)cc1OC	-1%	-22%	3	?	?	1%	-4%	0.3%	?	-18%	0%
41	COc1ccc(NC(=O)/C(C#N)=C\c2cc(C)n(-c3ccc(Oc4ccc([N+](=O)[O-])cn4)cc3)c2C)cc1	1%	14%	-4	-4%	2%	6%	-1%	0.0%	-13%	0%	7%
